IDH1 R132H inh: blocks human mutant IDH1 R132H enzyme; O75874; IDH1-R132H enzyme, NADPH consumption, diaphorase/resazurin fluorescence; Potency, µM (doses to about 76.6 µM), for inactives: at the highest dose activity change, negative = inhibition, hits mostly inhibitors; 390,000 compounds, 0.093% hits; AID 602179; note: potency is the fitted concentration of half-maximal effect; % is set by controls: 0 for no effect and ±100 for the full control effect; nearly all actives have a fitted effect of over 65% in size
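IDH1-R132H (0.5 ug/mL dispensed) in pH 7.5 Tris buffer was preincubated 30 min with compound, then given a substrate mix of 0.016 mM NADPH and 2 mM alpha-KG for 80 min at room temperature; remaining NADPH was read by diaphorase/resazurin fluorescence.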
Glioma ERSR ind: induces the endoplasmic reticulum stress response in human glioma cells. U87-MG GRP78 promoter luciferase reporter, 16 h. Potency, µM, for inactives: top-dose activation, usual class: activators. 420,000 compounds, 0.02% hits; note: potency is the fitted concentration of half-maximal effect; series mostly up to about 76 µM; % of control where 0% means no effect; nearly all actives have a fitted effect of over 35% in size
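Stably transfected U87-MG glioma cells carrying a GRP78-based luciferase sensor; 16 h compound incubation. Luminescence end-point read 10 min after Bright-Glo addition at room temperature.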
RXFP1 ag: RXFP1 (human) receptor agonism; Potency, µM (doses to about 57.5 µM), inactives show top-dose activation, hits mostly activators; Q9HBX9; HEK293T-RXFP1 cAMP TR-FRET, 30 min; response scale: percent of porcine relaxin response, buffer zero; 370,000 compounds, 0.3% hits; note: potency is the fitted concentration of half-maximal effect; % is set by controls: 0 for no effect and ±100 for the full control effect; nearly all actives have a fitted effect of over 60% in size; many of its hits are not listed in these tables
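HEK293T cells stably expressing RXFP1 were pretreated with the PDE4 inhibitor Ro 20174, exposed to compounds for 30 min at 37C, lysed, and cAMP was read by TR-FRET. Data normalized to buffer (basal) and 29 nM porcine relaxin (100%).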
Vif-APOBEC3G blk: inhibitors of Vif-APOBEC3G interaction | Q9HC16 | HeLa A3G-eYFP + Vif (tagged APOBEC3G with the HIV-1 protein that degrades it), YFP fluorescence, overnight | Potency, µM (series often up to 46.1 µM), for the others: top-dose activity, negative = active, most hits filed as inhibitors | 410,000 compounds, 0.076% hits;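 note: potency is the fitted concentration of half-maximal effect; % is set by controls: 0 for no effect and ±100 for the full control effect; nearly all actives have a fitted effect of over 60% in size; hits raise eYFP signal because A3G escapes Vif-driven loss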
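Read-out is eYFP fluorescence (Ex 488/Em 500-530) from Vif-expressing HeLa A3G-eYFP cells; more signal means A3G escaped Vif-mediated degradation. Cells plated overnight, compound pinned in, incubated overnight at 37 deg C.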
PI4K2A block: inhibitors of human PI4K2A; purified PI4K2A, ADP-Glo luminescence, 1 h; hits give low values; activity change, negative = inhibition, % at 76.9 µM; 420,000 compounds, 0.13% hits; AID 1346378; in the data active = activity change below about -50%; inconclusive = mostly about -30% to -49%;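 note: -100% = wells without enzyme as full effect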
Target sequence (Q9BTU6 whole entry, looked up): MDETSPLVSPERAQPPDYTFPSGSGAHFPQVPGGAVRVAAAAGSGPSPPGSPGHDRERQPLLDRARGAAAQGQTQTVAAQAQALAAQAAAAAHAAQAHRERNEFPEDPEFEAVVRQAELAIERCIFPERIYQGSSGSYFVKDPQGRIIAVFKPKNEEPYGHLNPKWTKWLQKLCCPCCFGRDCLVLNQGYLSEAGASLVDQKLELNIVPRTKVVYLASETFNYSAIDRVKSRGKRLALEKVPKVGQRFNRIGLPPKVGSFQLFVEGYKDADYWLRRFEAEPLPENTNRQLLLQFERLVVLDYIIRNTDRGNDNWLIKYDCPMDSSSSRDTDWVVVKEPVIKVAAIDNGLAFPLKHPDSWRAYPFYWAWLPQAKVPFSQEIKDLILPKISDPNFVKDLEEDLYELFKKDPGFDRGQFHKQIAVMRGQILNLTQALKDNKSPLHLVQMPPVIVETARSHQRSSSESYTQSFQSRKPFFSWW
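PI4K2A activity was measured by ADP-Glo luminescence: enzyme (4 ug/mL stock) and phosphatidylinositol (1.2 mM stock) in Tris pH 7.5/MgCl2/EGTA/Triton X-100 buffer were reacted with ATP (300 microM stock) for one hour at ambient temperature.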
TrxR1 substrate: substrates of rat thioredoxin reductase 1. Potency, µM (doses to about 114 µM), inactives show at the highest dose activity change, negative = substrate turnover. AID 588456. purified TrxR1 substrate turnover, NADPH consumption readout. O89049. 390,000 compounds, 0.01% hits; note: potency is the fitted concentration of half-maximal effect; % is set by controls: 0 for no effect and ±100 for the full control effect; nearly all actives have a fitted effect of over 50% in size
Target sequence (O89049 whole entry, looked up): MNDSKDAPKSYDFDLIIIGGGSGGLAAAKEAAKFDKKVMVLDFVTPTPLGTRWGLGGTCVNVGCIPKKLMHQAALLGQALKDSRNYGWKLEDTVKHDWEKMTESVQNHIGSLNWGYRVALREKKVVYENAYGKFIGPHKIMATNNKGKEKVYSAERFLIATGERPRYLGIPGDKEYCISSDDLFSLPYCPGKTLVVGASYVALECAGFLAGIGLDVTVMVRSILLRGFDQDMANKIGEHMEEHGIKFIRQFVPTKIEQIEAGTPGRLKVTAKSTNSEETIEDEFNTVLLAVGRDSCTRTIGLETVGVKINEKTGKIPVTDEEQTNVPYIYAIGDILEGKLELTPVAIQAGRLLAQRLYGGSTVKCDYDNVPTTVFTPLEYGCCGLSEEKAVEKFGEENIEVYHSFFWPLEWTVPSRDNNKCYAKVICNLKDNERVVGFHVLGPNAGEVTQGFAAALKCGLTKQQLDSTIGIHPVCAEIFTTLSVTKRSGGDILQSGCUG
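Rat TrxR1, dispensed at 90 nM, was prereduced with 400 uM NADPH (final) for 5 min at ~22 deg C, then incubated with compound 15 min before 400 uM selenite. A first-read NADPH fluorescence drop versus no-compound background flagged substrates.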
USP1-UAF1 inh: USP1/UAF1 (human) deubiquitinase inhibition | Potency, µM (doses to about 57.1 µM), inactives show top-dose activity change, negative = inhibition, usual class: inhibitors | O94782 | 390,000 compounds, 0.23% hits | recombinant USP1/UAF1, Ub-Rhodamine cleavage fluorescence; note: potency is the fitted concentration of half-maximal effect; % is set by controls: 0 for no effect and ±100 for the full control effect; nearly all actives have a fitted effect of over 60% in size; inactives centre near -12
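High-throughput fluorogenic screen: 1nM USP1/UAF1 complex, Ub-Rho substrate 150nM final, 50mM HEPES pH 7.8 with 0.5mM EDTA, 0.1 mg/ml BSA, 1mM TCEP and 0.01% Tween-20.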
Vif-APOBEC3F blk: inhibitors of Vif-A3F interaction | HeLa A3F-eYFP + Vif (tagged APOBEC3F with the HIV-1 protein that degrades it), YFP fluorescence increase | 390,000 compounds, 0.2% hits | Potency, µM (titrated, usually from 46.1 µM), for the others: top-dose activity, negative = active; note: potency is the fitted concentration of half-maximal effect; % of control where 0% means no effect; nearly all actives have a fitted effect of over 65% in size
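Fluorescence increase (Ex 488/Em 500-530) after overnight compound treatment at 37 deg C flags inhibition of Vif-driven A3F-eYFP loss in stable HeLa A3F-eYFP/Vif cells seeded overnight beforehand.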
LDHA inh: LDHA (human) enzyme inhibition. purified LDHA, NADH/diaphorase-resazurin fluorescence; hits give low values. 480,000 compounds, 0.15% hits. activity change, % (values are at about 110 or 230 µM). P00338; in the data active = activity change below about -30%; inconclusive = mostly about -25% to -30%;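 note: plate controls were DMSO wells for no effect and wells without enzyme for full effect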
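Resorufin fluorescence (ex540/em590), read at 0 and 20 min after diaphorase/resazurin addition, reports the NADH left after a 5 min room-temperature reaction of 2 nM human LDH5 with 0.06 mM NADH and 0.2 mM pyruvate.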
* hit, by the source's call; ? = inconclusive; · = no result given; & = joins results of further samples; [ ] = remark or other dose. Unless noted, calls come from the whole dose curve; as a rule, active = well fitted curve in the direction sought with a large enough effect; inconclusive = small, poorly fitted or top-dose-only effect, or another doubt; inactive = no such curve, though single readings can be large; an effect the other way counts as inactive or inconclusive. These rows are one share of the data; rates above refer to the full screens.

Sequence of screens – PI4K2A block, TrxR1 substrate, Vif-APOBEC3F blk, Vif-APOBEC3G blk, LDHA inh, RXFP1 ag, Glioma ERSR ind, IDH1 R132H inh, USP1-UAF1 inh
[1] O=C(Nc1cccc(C(=O)O)c1)/C(=C\c1ccco1)NC(=O)c1ccccc1
→ -2, -1%, 12%, -5%, 0, -1.6%, -1%, -10%, -7%
[2] O=C(NCc1ccccc1)NCC12CC3CC(CC(C3)C1)C2
→ -16, 0%, 0%, -2%, -4, -2.3%, 1%, 0%, -9%
[3] COc1cc(C(=O)NC(C)c2ccc(S(N)(=O)=O)cc2)ccc1OCC(=O)N1CCOCC1 (stereo not drawn)
→ -6, 1%, -5%, -1%, -9, -1.0%, -6%, 2%, -6%
[4] CN(C)S(=O)(=O)c1cccc(NC(=O)CCc2nc3cc(S(=O)(=O)N4CCOCC4)ccc3n2C)c1
→ -5, -2%, -22%, -1%, 3, 2.4%, -2%, -1%, 3%
[5] Cc1ccc(C2CCN(C(=S)NC3CCCCC3)C2)cc1 (stereo not drawn)
→ 5, 3%, -5%, 2%, -4, 0.2%, -1%, 18%, -13%
[6] CCCC(c1nnnn1C(C)(C)C)N1CCN(C(=O)c2ccco2)CC1 (stereo not drawn)
→ 1, 2%[57.1 µM], 5%, -4%, -4, -0.4%, 2%, -3%, -18%
[7] COC(=O)C[C@@H]1C[C@@H]2c3cc(NS(=O)(=O)c4ccccc4)ccc3O[C@@H]2[C@@H](CO)O1
→ -2, ·, -5%, 0%, 1, ·, 0%, -4%, -16%
[8] CCC(=O)NC(=S)Nc1cccc(NC(=O)c2ccc(Cl)cc2Cl)c1
→ -2, -4%, 2%, -6%, -8, -2.5%, -1%, 0%, -11%
[9] O=C(O)c1ccc(Sc2nnc3ccccn23)c([N+](=O)[O-])c1
→ 0, -6%, -19%, 1%, 0, 0.0%, 0%, -6%, 0%
[10] O=C(CN1C(=O)NC(Cc2c[nH]c3ccccc23)C1=O)Nc1cccc(S(=O)(=O)N2CCCC2)c1 (stereo not drawn)
→ -2, 2%[57.1 µM], -4%, -3%, -2, 0.9%, -2%, 5%, -16%
[11] O=C(N/C(=C/c1cccc(Br)c1)C(=O)N1CCOCC1)c1ccco1
→ 2, ·, -1%, -4%, -1, ·, -5%, -1%, -7%
[12] COC(=O)c1c(C(=O)OC)c(-c2ccc(Br)cc2)n2c1CS(=O)C2 (stereo not drawn)
→ 2, 2%, -14%, 1%, -2, 3.0%, 0%, 11%, -6%
[13] Cc1nc(NC(=O)/C=C/c2ccccc2)sc1C(=O)Nc1ccccc1
→ 3, 37%[activator], -1%, -4%, -6, 0.9%, -3%, 2%, -11%
[14] CCOC(=O)CC(C)(C)/C(C)=N/Nc1ccc([N+](=O)[O-])cc1[N+](=O)[O-]
→ -11, -10%[57.1 µM], -22%, 0%, 0, 4.9%, -2%, 10%, -9%
[15] Cc1ccc(C)c(OCC(=O)N(C)CC(=O)Nc2ccc(Cl)c(C(F)(F)F)c2)c1
→ 1, -18%, 1%, -7%, 2, 3.3%, 4%, 0%, -9%
[16] CC(NC(=O)C1CCN(S(=O)(=O)c2ccc3c(c2)oc(=O)n3C)CC1)c1ccccc1 (stereo not drawn)
→ 5, -10%, 7%, 1%, -4, 2.6%, 1%, -2%, -22%
[17] C(=N\Nc1ccccn1)/c1c[nH]c2ccccc12
→ 3, -9%, 0%, -4%, 0, 1.0%, 7%, 7%, -23%
[18] Cc1cccc(OCC(=O)Nc2cccc(-c3nnc(-c4ccccc4)o3)c2)c1C
→ -3, 15%, -5%, -29%, -9, 0.4%, 3%, 1%, -20%
[19] CSc1nnc(CNC(=O)c2ccccc2)n1-c1cccc(C)c1
→ -3, 1%, 3%, 0%, -2, 1.2%, -1%, -4%, -9%
[20] CC(=O)Nc1ccc(S(=O)(=O)Nc2nnc(C(C)C)s2)cc1
→ 0, -11%, -3%, 1%, -9, 9.9%, 1%, 1%, -7%
[21] CCCSc1nc2c(c(=O)[nH]c(=O)n2C)n1CCc1ccccc1
→ -6, 13%[57.1 µM], -3%, 1%, -2&-1, 1.3%, 5%, 7%, -5%
[22] COc1ccc(Cl)cc1NC(=O)COC(=O)Cc1cc(OC)c(OC)c(OC)c1
→ 2, 7%[57.1 µM], -10%, 0%, -9, ·, -2%, 20%, ?
[23] COc1ccc(NC(=O)CC2C(=O)Nc3ccccc3N2CC(=O)N2CCCC2)cc1 (stereo not drawn)
→ 6, 4%, 1%, -18%, -3, 1.3%, 3%, -15%, -15%
[24] O=C1c2ccccc2-c2cccc(C(=O)N3CCCCCC3)c21
→ -2, 9%[0.0914 µM], -9%, -6%, 3, -0.4%, -2%, 8%, -4%
[25] CCc1ccc(C(=O)Nc2ccc3nc(C)ccc3c2)cc1
→ 6, -6%, -5%, -7%, 1, -4.7%, 0%, 12%, -26%
[26] c1ccc(-n2nnnc2Oc2ccc(-n3ccnc3)cc2)cc1
→ 0, -10%, -3%, 3%, -2, 0.9%, -5%, -1%, -8%
[27] CC(=O)c1c(C(C)=O)c(C)n(-c2nc(-c3ccc(Br)cc3)c(C)s2)c1C
→ 3, -8%, 7%, 0%, -8, 1.4%, -7%, -1%, -19%
[28] CCCC(C(=O)Nc1ccc(S(=O)(=O)N2CCCC2)cc1)c1ccccc1 (stereo not drawn)
→ 3, -8%, 2%, 0%, -1, -0.1%, -3%, -4%, -20%
[29] CCc1nc(CNC(=O)C2CCC(=O)N(CCc3cccc(F)c3)C2)no1 (stereo not drawn)
→ -6, -2%, -22%, 0%, -4, -1.5%, -5%, -6%, 2%
[30] O=C(Oc1cccc([N+](=O)[O-])c1)c1cc(-c2ccccc2)nc2ccccc12
→ 22, 1%, -9%, 1%, 5, 6.4%, -2%, 2%, -12%
[31] COc1ccc(NC(=O)c2c(C)nn(Cc3ccccc3)c2Cl)cc1S(=O)(=O)N1CCOCC1
→ -1, -10%, 7%, -7%, -6, 1.2%, -2%, -4%, -4%
[32] O=C(Nc1cccc2ccccc12)N1CCN(Cc2ccc3c(c2)OCO3)CC1
→ -7, 10%, -6%, 1%, 9, -0.7%, -6%, 3%, -7%
[33] O=C1[C@H]2[C@@H](c3ccc(C(F)(F)F)cc3)N[C@]3(CCCN(Cc4ccc(C(F)(F)F)cc4)C3=O)[C@H]2C(=O)N1Cc1ccccc1
→ 4, ·, 0%, 0%, 0, ·, -3%, 14%, -26%
[34] N#Cc1cccc(NC(=O)CN2CCCCCC2)c1
→ 0, 0%, -13%, -3%, -9, -2.7%, -5%, 0%, -17%
[35] CCCCCC(=O)NNC(=O)Cc1ccc([N+](=O)[O-])cc1
→ 0, 8%, -2%, 1%, -4, 4.0%, -1%, -5%, -18%
[36] CC1CCCC(NC(=O)CCNC(=O)c2ccc([N+](=O)[O-])cc2)C1C (stereo not drawn)
→ -3, -11%, 5%, 1%, -8, -0.9%, -1%, 0%, -9%
[37] CC(=O)N1CCN=C1SCc1ccc(F)cc1
→ -3, 2%, -14%, 0%, -1, 2.3%, 1%, 0%, -12%
[38] COCc1cc(N2CCN(c3ccccc3F)CC2)nc(-c2ccccc2)n1
→ -3, 8%[57.1 µM], -1%, 3%, 3, -1.5%, -3%, 2%, ?
[39] NS(=O)(=O)c1ccc(CNC(=S)NCc2ccc(Cl)cc2)cc1
→ 3, -11%, 10%, 0%, -6, 0.9%, -1%, 7%, 1%
[40] CCOC(=O)/C(C#N)=C\c1c(OCC)n(CC)c2ccccc12
→ -2, -24%[57.1 µM], 8%, 0%, 7, -0.5%, -3%, 2%, ?
[41] Cc1cc(/C=C2/NC(=O)N(c3ccccc3)C2=O)c(C)n1-c1cccnc1
→ 2, -8%, -13%, 0%, -2, -0.9%, 3%, 0%, -19%
[42] CCOc1ccccc1NC(=O)COC(=O)c1cnc(C)cn1
→ -6, 5%, -5%, -1%, -1, 3.6%, -3%, -6%, -19%
[43] CNC(=O)c1nn(C)c(=O)[nH]c1=O
→ 3, -10%, ?, 3%, -3, ·, -2%, -2%, 1%
[44] COc1cc2c(cc1OC)C(c1ccccc1Br)NC(=O)C2 (stereo not drawn)
→ 4, -3%, 4%, 5%, -7, -0.5%, -2%, 0%, -9%
[45] N#Cc1nc(-c2ccc(COc3ccccc3)o2)oc1N1CCN(c2ccccc2)CC1
→ 1, 35%, 4%, -1%, -6, 3.4%, -2%, -14%, -37%
[46] O=C(NCCc1nnc2ccc(N3CCCCCC3)nn12)c1ccccc1
→ 2, -6%, -13%, 1%, -8, -2.3%, 12%, -4%, 0%
[47] O=[N+]([O-])c1cc(-c2nc(-c3ccccc3)no2)ccc1NC1CCCCC1
→ 0, 1%, 0%, -5%, -4, 1.8%, -2%, -4%, -22%
[48] Cc1cccc(OCCN2CSC(=S)N(C)C2)c1
→ 12, 6%[57.1 µM], -9%, ?, 3, 2.2%, -5%, -2%, -27%
[49] COc1ccc(NC(=O)c2cn3c4c(ccc(Cl)c4c2=O)OC(C)C3)cc1OC (stereo not drawn)
→ 3, -4%, ?, 2%, 0, ?, -2%, -1%, -2%
[50] CC(=O)c1ccc([N+](=O)[O-])c(CS(=O)(=O)c2ccc(Cl)cc2)c1
→ 0, 2%, 8%, 0%, -6, -1.6%, -3%, -2%, -12%
[51] CN(C)c1ccc(NC(=O)CN2CCN(S(=O)(=O)c3cc(Cl)ccc3Cl)CC2)cc1
→ -8, 13%[57.1 µM], -16%, -22%, 2, -0.6%, 15%, 4%, -10%
